Compound activity (PubChem BioAssay)
IMPase Li inh – membrane-permeable IMPase blocker, potentiated with lithium; hit rate 0.35% among 210,000; AID 1457; Potency, µM (titrated, usually from 59.4 µM), inactives show top-dose activity, negative = IMPase inhibition, most hits filed as inhibitors; CHO-M1 cells, IP1 TR-FRET (IP-One), carbachol + lithium;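 further: IP1 builds up when IMPase is blocked and the TR-FRET signal falls; plate controls were basal vehicle for no effect and high inhibitor control for full effect; nearly all actives have a fitted effect of over 50% in size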
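IP1 accumulation measured by competitive TR-FRET in lysed CHO-M1 cells after 30 min compound exposure at 37C, with a small lithium addition to potentiate weak responses. Hill-equation AC50 from ratio and donor-channel data.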
GAA inhib – alpha-glucosidase (human) inhibition. P10253. purified human GAA, 4-MU-alpha-glucoside fluorescence. Potency, µM (series often up to 76.9 µM), for the others: at the highest dose activity change, negative = inhibition, actives largely listed as inhibitors. hit rate 0.005% among 200,000;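 further: plate controls were uninhibited enzyme wells for no effect and no-enzyme background for full effect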
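Human enzyme at 4 nM with 400 uM 4-methylumbelliferyl-alpha-D-pyranoside, citrate/phosphate buffer pH 5.0, 0.005% Tween-20, 20 min at room temperature. Compounds up to 77 uM. 4-MU fluorescence (Ex 365/Em 440) read after NaOH/glycine stop; AC50 from Hill fit.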
HttQ103 aggreg – inhibitors of mutant huntingtin aggregate formation in PC12 cells | PC12 HttQ103-GFP aggregates, Acumen cytometry, 40 h | AID 1688 | Potency, µM (doses to about 46.1 µM), for the others: at the highest dose activity change, negative = inhibition, usual class: inhibitors | hit rate 1.1% among 220,000; further: on the % scale 0 is the no-effect control and ±100 the full control effect; nearly all actives have a fitted effect of over 60% in size
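Steps: seed 1500 PC12 HTTQ103-GFP cells/well; add tebufenozide, 100 nM final; add compound titration; add ATPLite reagent; quantify GFP aggregates by laser scanning cytometry.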
HTT cytoprotect – protects HTT-Q103 PC12 cells, measured by ATP | PC12 HTT-Q103 induced, cytoprotection, ATP luminescence, 40 h | Potency, µM (series often up to 56.4 µM), without a hit: cytoprotection (ATP increase), most hits filed as activators | hit rate 0.14% among 230,000 | AID 1471;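 further: % of control where 0% means no effect; nearly all actives have a fitted effect of over 45% in size; toxic huntingtin expression switched on by the ecdysone agonist tebufenozide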
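Huntington model: PC12 line, ecdysone-inducible HTTQ103 exon1–GFP, tebufenozide 100 nM. Test articles in a dose series. Endpoint luminescence from cellular ATP.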
GAA spleen mod – inhibitors or activators of human alpha-glucosidase in spleen homogenate; P10253; human spleen homogenate, 4-MU-alpha-glucoside fluorescence; Potency, µM (doses to about 79.9 µM), inactives show top-dose activity change, negative = inhibition, hits mostly inhibitors; hit rate 0.006% among 240,000; AID 2112;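 further: 0% = enzyme with vehicle and -100% = no enzyme basal signal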
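Enzyme source: human spleen homogenate, 1 ug/well. Buffer 50 mM citric acid/K phosphate pH 5.0, 0.01% Tween-20. 4-MU-alpha-glucoside 1 mM; 37 C x 40 min; NaOH/glycine stop; fluorescence.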
GoLoco inh red – inhibitors of human Gai1-RGS12 GoLoco interaction (red fluorophore); Gai1:RGS12 GoLoco peptide FP, rhodamine, 10 min; AID 880; hit rate 0.44% among 230,000; Potency, µM (doses to about 61.6 µM), for the others: top-dose activity, negative = inhibition, actives largely listed as inhibitors; P63096; active means well fitted inhibition curve with a large enough effect, not every such curve was filed as active; inactive means no such curve, though single readings can be large or run the other way; further: on the % scale 0 is the no-effect control and ±100 the full control effect; nearly all actives have a fitted effect of over 30% in size; many of its hits are not listed in these tables
Target sequence (P63096 whole entry, looked up): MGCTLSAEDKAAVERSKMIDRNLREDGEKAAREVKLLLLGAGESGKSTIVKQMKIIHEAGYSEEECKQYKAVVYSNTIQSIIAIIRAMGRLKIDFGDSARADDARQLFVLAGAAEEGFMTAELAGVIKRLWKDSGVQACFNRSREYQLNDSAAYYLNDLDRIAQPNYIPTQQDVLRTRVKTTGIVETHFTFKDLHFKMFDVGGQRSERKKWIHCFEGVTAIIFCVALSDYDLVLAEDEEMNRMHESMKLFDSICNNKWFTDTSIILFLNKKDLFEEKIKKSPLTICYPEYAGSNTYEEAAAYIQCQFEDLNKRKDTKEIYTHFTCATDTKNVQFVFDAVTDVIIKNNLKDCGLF
GAA glycogen – GAA glycogen-cleavage inhibition or activation; recombinant GAA, glycogen substrate, Amplex Red glucose oxidase fluorescence; Potency, µM (doses to about 76.4 µM), without a hit: at the highest dose activity change, negative = inhibition, most hits filed as inhibitors; hit rate 0.38% among 300,000; AID 2100;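 further: 0% = full enzyme reaction and -100% = no-enzyme basal signal; the screen sought inhibitors and activators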
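Recombinant human enzyme (4 nM); glycogen substrate; 37 C, 40 min, pH 5.0. Readout: coupled glucose oxidase/Amplex Red fluorescence.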
* = called active by the depositor; ? = inconclusive; · = no result given; [ ] = remark or other dose. Unless noted, the call rests on the fitted dose curve; in most records, active means well fitted curve in the direction sought with a large enough effect; inconclusive means small, poorly fitted or top-dose-only effect, or another doubt; inactive means no such curve, though single readings can be large; an effect the other way counts as inactive or inconclusive. Potency means the concentration at half of the fitted maximal effect. Some of the compounds tested; the hit share may differ from the screen's.

SMILES | IMPase Li inh | GAA inhib | HttQ103 aggreg | HTT cytoprotect | GAA spleen mod | GoLoco inh red | GAA glycogen
CCOC12NC(=O)CC(=O)N1C(c1ccccc1)=CS2 (configuration not stated) | 0%[38.3 µM] | -12% | 12% | -9%[10 µM] | -2% | -8% | 0%
CCCCN(CC)Cc1ccc(CNC(=O)Nc2ccc(OC)cc2OC)o1 | -2%[38.3 µM] | 7% | 0% | 7% | -2% | 2% | 3%
c1ccc(-c2csc(-c3ccncc3)n2)cc1 | 12% | ? | 19%[9.22 µM] | 12%[10 µM] | 0% | 6% | 19%
C/C(=N/NS(=O)(=O)c1ccc(C)cc1)P(=O)(O)O | -12% | · | · | 3%[10 µM] | · | 6%[14.2 µM] | ·
NC(=O)/C(=C\c1ccccc1)NC(=O)/C=C/c1ccccc1 | 0% | 3% | 0% | -13%[10 µM] | -4% | 8% | -4%
CCOc1ccccc1NC(=O)Cn1c(=O)n(-c2ccccc2)c(=O)c2oc3ccccc3c21 | 2% | 3% | 17% | -17%[10 µM] | 3% | 4% | -6%
COc1cc(/C=N/NS(=O)(=O)c2ccc(C)cc2)ccc1OCc1ccc(C(=O)O)cc1 | 3% | 0% | 15% | -45%[inhibitor] | 4% | 5% | -6%
CCC(C)(C)c1ccc(OCCN2C(=O)NC(C)(C)C2=O)cc1 | 32%[38.3 µM] | 1% | -24% | -12% | 0% | -2% | 4%
COc1cc2c(cc1OC)C1(Nc3c-2c(C)nn3-c2ccccc2)C(=O)Nc2ccccc21 (configuration not stated) | 23%[38.3 µM] | 0% | -5% | 3.5µM* | 1% | 1% | -8%
CCOC(=O)N1CCN(C(=O)CSc2ccc3nnc(CCNC(=O)c4ccccc4)n3n2)CC1 | 11% | 0% | -3% | -6% | -2% | 5% | 1%

Compounds from the list above containing nitrogen in an aromatic ring, in the order listed:
SMILES | IMPase Li inh | GAA inhib | HttQ103 aggreg | HTT cytoprotect | GAA spleen mod | GoLoco inh red | GAA glycogen
c1ccc(-c2csc(-c3ccncc3)n2)cc1 | 12% | ? | 19%[9.22 µM] | 12%[10 µM] | 0% | 6% | 19%
CCOc1ccccc1NC(=O)Cn1c(=O)n(-c2ccccc2)c(=O)c2oc3ccccc3c21 | 2% | 3% | 17% | -17%[10 µM] | 3% | 4% | -6%
COc1cc2c(cc1OC)C1(Nc3c-2c(C)nn3-c2ccccc2)C(=O)Nc2ccccc21 (configuration not stated) | 23%[38.3 µM] | 0% | -5% | 3.5µM* | 1% | 1% | -8%
CCOC(=O)N1CCN(C(=O)CSc2ccc3nnc(CCNC(=O)c4ccccc4)n3n2)CC1 | 11% | 0% | -3% | -6% | -2% | 5% | 1%

(list continues)
SMILES | IMPase Li inh | GAA inhib | HttQ103 aggreg | HTT cytoprotect | GAA spleen mod | GoLoco inh red | GAA glycogen
COc1ccc(CCNC(=O)COC(=O)COc2ccc(C#N)cc2)cc1 | -1% | 5% | -3% | -11% | -13% | -8% | -6%
Cc1ccc(S(=O)(=O)/C(C#N)=C/c2c(N3CCCCC3)nc3ccccn3c2=O)cc1 | · | · | 7%[9.22 µM] | 17%[10 µM] | 8% | 3% | -1%
Cc1ccc2nc3nc(NCC4CCCO4)c(C(=O)NC4CCCC4)cc3c(=O)n2c1 (configuration not stated) | -2% | ? | 20% | 1%[10 µM] | -1% | 20% | 17%
Cc1ccc(NC(=O)/C(=C\c2cccnc2)NC(=O)c2ccco2)cc1 | 11%[38.3 µM] | 2% | 4% | -15% | -6% | -14% | -14%
CCSc1cc(C2C(C(=O)OC)=C(C)NC3=C2C(=O)CCC3)c(C)o1 (configuration not stated) | 6%[38.3 µM] | -8% | 26% | 14% | 0% | 8% | 5%
N=C1C(c2nc(-c3ccc(Br)cc3)cs2)=C(O)CN1NC(=O)c1ccc([N+](=O)[O-])cc1 | -1% | 3% | 11% | 11%[10 µM] | 0% | -5% | 0%
O=C1CCCc2c1[nH]c1ccc(Cl)cc21 | -1% | ? | -21% | 18%[1.9 µM] | 2% | 10% | 3%
CCOCCCNC(=O)c1ccc(Cn2c(=O)[nH]c3ccsc3c2=O)cc1 | -8% | -3% | -10% | -12% | 2% | 5% | 2%
CCCC(=O)NC(=S)Nc1ccc(S(=O)(=O)Nc2ccc(OCC)cc2)cc1 | 13% | ? | -12% | 33%[10 µM] | -12% | 3% | -4%
CC(C)C(=O)Nc1ccc(NC(=S)NC(=O)c2cc3ccccc3o2)cc1 | -6% | 5% | -5% | 15% | -7% | -5% | 6%
Cc1ccc(N=Nc2c(C)[nH]n(-c3ccccc3)c2=O)cc1 | 1% | 7% | 0%[9.22 µM] | 0%[10 µM] | 1% | 19% | 8%
COc1ccccc1CNC(=O)C1CCC(CNc2c(N3CCOCC3)c(=O)c2=O)CC1 (configuration not stated) | 18%[38.3 µM] | -2% | -2% | -5% | 9% | 2% | 6%
O=C(O)CCn1c(=S)oc2ccccc21 | 0% | 0% | 3% | -13%[10 µM] | -2% | -10% | 8%
COc1ccc(CC(NC(C)=O)C(=O)NC2CCN(C(=O)Nc3ccc(C#N)cc3)CC2)cc1OC (configuration not stated) | 24%[38.3 µM] | 1% | -1% | 1% | -6% | 3% | 0%
O=C(Cn1c2c(c(-c3ccccc3)cc1=O)CCCC2)N1CCCCCC1 | 5% | 5% | 5% | 10% | 3% | -5% | -3%
CCCCCn1c(SCCCC)nc2c1c(=O)[nH]c(=O)n2C | 31%[38.3 µM] | 5% | -14% | -8%[10 µM] | 2% | -1% | 2%
CC(OC(=O)CCc1nc2ccccc2c(=O)[nH]1)C(=O)c1ccc(Br)cc1 (configuration not stated) | 2% | 1% | ? | · | -9% | 10% | -3%
c1ccc2c(CCNc3ncnc4nc[nH]c34)cccc2c1 | 31%[activator] | -8% | ? | 5%[1.9 µM] | 2% | 8% | 4%
COc1ccc(CC(=O)OCc2cc3ccc(C)cc3[nH]c2=O)cc1 | -4%[38.3 µM] | -28% | 13% | -17%[0.074 µM] | -1% | -36% | -1%
c1ccc2c(c1)ncn2-c1ccc(-c2ccnc3ncnn23)cc1 | 3% | -3% | -23% | 7%[10 µM] | 6% | 14% | 4%
O=C(Nc1cccc2c1CCCC2)C1CCCN(S(=O)(=O)c2cccc3nonc23)C1 (configuration not stated) | -11%[38.3 µM] | 4% | -6% | -20% | 4% | 37%[activator] | 1%
COc1cc(/C=C2\SC(=Nc3ccc(N4CCOCC4)cc3)N(C)C2=O)ccc1OC(C)C(=O)O (configuration not stated) | -2% | -4% | 3% | · | -8% | -18% | 5%
Cc1cc(=O)cc(C)[nH]1 | 3%[38.3 µM] | 5% | 16% | 5%[10 µM] | -9% | -8% | 4%
CC(C)c1ccc(Nc2nc(Cl)nc(NCc3ccco3)n2)cc1 | · | · | 23%[9.22 µM] | -13%[10 µM] | 3% | 5% | -2%
Cc1ccc(S(=O)(=O)NCCC(=O)N2CCCCC2)cc1 | 16%[38.3 µM] | -1% | 2% | 12% | 5% | 0% | -11%
Clc1cccc(C2CCN(Cc3nc(COc4ccccc4)no3)C2)c1 (configuration not stated) | · | 3% | -4% | -24% | 2% | 7% | -15%
O=S(=O)(c1c(Cl)sc(Cl)c1Br)N1CCCC1 | · | -7% | 19%[9.22 µM] | 2%[10 µM] | -7% | -10% | 0%
COc1ccc(CN2CCN(C(=O)c3cccs3)CC2)cc1 | · | -1% | ? | -61%[inhibitor] | -3% | · | -3%
CCOC(=O)CC1NC(=O)c2ccccc21 (configuration not stated) | -12%[38.3 µM] | ? | 8% | 29% | -4% | -2% | 17%
N/C(Cc1cccc2ccccc12)=N\OC(=O)COc1ccccc1 | 11% | -11% | -3% | 22%[0.074 µM] | -8% | 5% | 0%
CCCCP(=O)(CCCC)Cc1ccccc1 | 42%[activator][38.3 µM] | 4% | -21% | 20% | 2% | -1% | 12%
Cc1ccc2c(c1)c1ncn(Cc3ccc(F)cc3)c(=O)c1n2C | · | · | -14%[9.22 µM] | -5%[10 µM] | 3% | 0% | -9%
S=C1NCN(CCc2ccccc2)CN1 | · | · | 1%[9.22 µM] | 11%[10 µM] | -3% | -2% | -3%
CCN(C(=O)CN1CCN(c2ccc(OC)cc2)CC1)c1c(N)n(Cc2ccccc2)c(=O)[nH]c1=O | 2%[38.3 µM] | ? | 2% | 18%[10 µM] | -20% | -7% | -3%
CCOC(=O)c1c(N2C(=O)Nc3cc(Cl)c(Cl)cc3N2O)sc2c1CCCCC2 | -8%[38.3 µM] | -2% | 0% | -10% | -3% | 1% | -9%
Nc1nnc(-c2ccc(Cl)cc2)s1 | 23%[38.3 µM] | -12% | 7% | -6% | 2% | 7% | 7%
COc1ccc(NC(=O)N2CCN(c3cccc(C(F)(F)F)c3)CC2)cc1OC | 3%[38.3 µM] | ? | -13% | -17% | -7% | 10% | -9%
O=c1c2ccccc2c(C=NCc2ccccn2)c(O)n1-c1ccccc1Cl | -3% | -8% | 9% | -30% | -17% | 7% | -12%
NNC(=O)CN1C(c2ccccc2)=Nc2ccc(Br)cc2C1c1ccccc1 (configuration not stated) | 5% | -3% | -9% | 15%[10 µM] | -1% | 4% | -15%
O=C(N/N=C/c1cn(-c2cccs2)nc1-c1ccccc1)c1ccccc1O | ? | 6% | ? | -27%[10 µM] | -1% | 37%[activator] | -6%
CCOC(=O)c1oc2ccc(S(=O)(=O)n3nc(-c4ccccc4)cc3N)cc2c1C | 7%[38.3 µM] | -11% | 10µM* | -38%[inhibitor] | 6% | 5% | 7%
O=C(CN(Cc1ccc(F)cc1)C(=O)Cn1nnc2ccccc21)NCC1CCCO1 (configuration not stated) | -3% | -1% | 5% | 14%[10 µM] | -15% | 10% | 3%
Cc1cc(C)n2nc(/C(C#N)=C/c3ccccn3)c(C#N)c2n1 | -2% | 1% | ? | -4%[10 µM] | -7% | 11% | 3%
CSc1ncccc1C(=O)OCC(=O)NCc1ccc2c(c1)OCO2 | 0% | -3% | 1% | 8%[10 µM] | 2% | -5% | 2%
COc1ccc(NC2=CC(=O)CC(c3ccccc3)C2)c(OC)c1 (configuration not stated) | 9%[38.3 µM] | ? | -3% | -75%[inhibitor] | -2% | 9% | 5%
Cc1occc1C(=O)O/N=C(\N)c1ccc(Cl)cc1 | · | · | -5%[9.22 µM] | 3%[10 µM] | -5% | 2% | 6%
COc1ccc(-c2[nH]ncc2-c2csc(C)n2)c(O)c1 | -4% | -12% | -21% | 1%[10 µM] | 10% | 4% | 12%
COc1ccc(N(CC(=O)NC2CCCC2)C(=O)c2ccc(N3CCCCC3)nc2)cc1 | 5%[38.3 µM] | -4% | 1% | -4% | -7% | 0% | 0%
